PRMT1 inh = blocks human protein arginine methyltransferase 1; recombinant PRMT1, activity-based probe fluorescence polarization; inhibition, % at 2.79 µM; actives 1.3% (n = 370,000); AID 652257;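 active = inhibition above about 21% made by adding two undisclosed values, limit read from the data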
NR1D1 modulator = Rev-erb alpha (human) modulation; P20393; Rev-erbα–FITC-DNA binding, fluorescence polarization, 90 min; activity, % at 10 µM; actives 0.79% (n = 370,000); AID 1259318;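 active = activity above about 14%, limit read from the data; passing the limit was not always enough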;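 note: 0% = DMSO wells with 35 nM protein and 100% = DMSO wells with 750 nM protein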
HTRA1 inhibitor = blocks human HTRA1 serine peptidase. Q92743. recombinant HTRA1, FP-rhodamine activity-based probe, fluorescence polarization. inhibition, % at 5.96 µM. actives 0.5% (n = 340,000). AID 504803; in the data active = inhibition above about 36%;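 note: 0% = enzyme with DMSO and 100% = wells lacking enzyme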
UHRF1 MBD2 ctr = human UHRF1 methylated DNA binding inhibitors; AID 687016; inhibition, % at 4.4 µM; UHRF1 binding to methylated oligo, TR-FRET; Q96T88; actives 0.75% (n = 370,000); in the data active = inhibition above about 21%;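 note: UHRF1 SRA domain binding a hemimethylated CpG hairpin DNA probe; 0% = median of test compound wells and 100% = reference inhibitor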
Target sequence (Q96T88 whole entry, looked up, the tested form may be a part): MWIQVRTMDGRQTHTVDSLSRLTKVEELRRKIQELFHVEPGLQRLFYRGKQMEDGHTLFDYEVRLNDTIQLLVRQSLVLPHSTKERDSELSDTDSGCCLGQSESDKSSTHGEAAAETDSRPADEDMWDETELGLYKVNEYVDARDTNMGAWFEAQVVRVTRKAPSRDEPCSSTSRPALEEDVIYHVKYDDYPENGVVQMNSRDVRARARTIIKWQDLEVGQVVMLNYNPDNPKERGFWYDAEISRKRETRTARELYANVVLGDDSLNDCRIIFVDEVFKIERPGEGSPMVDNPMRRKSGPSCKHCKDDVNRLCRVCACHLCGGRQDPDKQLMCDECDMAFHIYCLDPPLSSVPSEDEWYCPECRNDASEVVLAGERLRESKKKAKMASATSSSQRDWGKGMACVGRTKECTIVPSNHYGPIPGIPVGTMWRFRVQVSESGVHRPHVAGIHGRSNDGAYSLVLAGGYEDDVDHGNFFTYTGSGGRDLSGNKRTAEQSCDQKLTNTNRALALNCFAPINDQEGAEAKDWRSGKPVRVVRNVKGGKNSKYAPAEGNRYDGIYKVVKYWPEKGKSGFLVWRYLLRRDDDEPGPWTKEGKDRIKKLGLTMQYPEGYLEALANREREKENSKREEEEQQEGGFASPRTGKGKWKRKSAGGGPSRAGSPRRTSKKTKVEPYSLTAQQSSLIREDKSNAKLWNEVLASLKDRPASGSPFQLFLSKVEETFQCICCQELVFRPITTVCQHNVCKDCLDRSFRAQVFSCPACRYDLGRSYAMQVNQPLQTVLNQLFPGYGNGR
LEDGF integ inh = blocks HIV-1 LEDGF/p75-dependent DNA integration. TR-FRET IN-LEDGF/p75 DNA integration, Eu/Cy5. actives 0.64% (n = 370,000). inhibition, % at 3.7 µM;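 active = inhibition above the screen-wide mean plus 3 SD, cut at about 13% in these data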;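 note: signal is the Cy5 over europium emission ratio at 671 and 618 nm; 0% = plate median of compound wells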
TCR CD3 inh = blocks the human TCR-CD3 interaction; AID 651800; actives 0.37% (n = 360,000); TAMRA-labeled TCR probe fluorescence, biochemical; inhibition, % at 9.4 µM; in the data active = inhibition above about 19%;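 note: recombinant mutant TCR 2C K166C tagged with TAMRA read by polarization; 0% = receptor in buffer alone and 100% = receptor with positive control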
rCAG RNA binder = molecules binding r(CAG) RNA repeats. r(CAG) RNA repeat, TO-PRO-1 dye displacement fluorescence. inhibition, % at 3 µM. actives 1.3% (n = 370,000). AID 651821;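 active = inhibition above the plate cutoff, the mean of all test compounds on that plate plus 3 SD, cut at about 35% in these data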;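 note: 0% = DMSO alone and 100% = 100 µM mitoxantrone as full dye displacement; higher means more dye released from RNA so lower well fluorescence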
ABHD4 inh = inhibits mouse alpha/beta hydrolase domain 4. purified mABHD4, FP-Rh probe fluorescence polarization. actives 0.54% (n = 370,000). Q8VD66. AID 720543. inhibition, % at 8.92 µM;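 active = inhibition exceeding the mean over every tested compound plus 3 SD, cut at about 30% in these data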;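 note: 0% = plate median of compound wells and 100% = S159A mutant with DMSO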
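Assay system: mABHD4 protein; medium: HEPES pH 7.0, NaCl, Pluronic buffer; dosing: 8.92 µM, single dose; schedule: 45 min + 60 min at 25 °C; signal: FP readout, ex 525 nm / em 598 nm; read-out: normalized percent inhibition of probe labeling; repeats: single replicate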
MBD2 inh = MBD2-methylated oligo binding inhibition. TR-FRET, MBD2 binding to methylated oligonucleotide. inhibition, % at 4.4 µM. actives 0.31% (n = 370,000). AID 686964; in the data active = inhibition above about 13%
PG9 Ab binder = binds the HIV-1 gp120 antibody PG9; TR-FRET gp120-PG9 antibody binding; inhibition, % at 6.7 µM; actives 0.43% (n = 360,000); in the data active = inhibition above about 8.5%
Numbers without * were called inactive; . = not tested or not shown. An excerpt. The share of hits here may be higher or lower than overall.

The first 5 entries as a preview:
SMILES	PRMT1 inh	NR1D1 modulator	HTRA1 inhibitor	UHRF1 MBD2 ctr	LEDGF integ inh	TCR CD3 inh	rCAG RNA binder	ABHD4 inh	MBD2 inh	PG9 Ab binder
CCC(CO)Oc1cc(NCc2cccc(C)c2)c2ncn(C(C)C)c2c1 (stereo unspecified)	3	-12	14	-1	-1	10	-7	17	-6	-1.4
CC1CCN(C(=O)CSc2nnc(-c3ccccc3F)o2)CC1	2	1	-6	2	1	2	-2	7	0	0.1
CC(=O)n1c(C=Nc2ccccc2)c(O)c2ccccc21	6	5	-1	8	0	-1	-3	-5	7	-5.1
COc1cccc(NC(=O)CSc2nc(C)cs2)c1	-1	2	6	-1	4	0	-2	-1	-1	-0.5
NC(=O)c1ccc(NC(=O)CCc2nc3sc4c(c3c(=O)[nH]2)CCCC4)cc1	0	-3	-6	-3	-4	2	1	-2	-1	0.9

Results, repeating the preview:
SMILES	PRMT1 inh	NR1D1 modulator	HTRA1 inhibitor	UHRF1 MBD2 ctr	LEDGF integ inh	TCR CD3 inh	rCAG RNA binder	ABHD4 inh	MBD2 inh	PG9 Ab binder
CCC(CO)Oc1cc(NCc2cccc(C)c2)c2ncn(C(C)C)c2c1 (stereo unspecified)	3	-12	14	-1	-1	10	-7	17	-6	-1.4
CC1CCN(C(=O)CSc2nnc(-c3ccccc3F)o2)CC1	2	1	-6	2	1	2	-2	7	0	0.1
CC(=O)n1c(C=Nc2ccccc2)c(O)c2ccccc21	6	5	-1	8	0	-1	-3	-5	7	-5.1
COc1cccc(NC(=O)CSc2nc(C)cs2)c1	-1	2	6	-1	4	0	-2	-1	-1	-0.5
NC(=O)c1ccc(NC(=O)CCc2nc3sc4c(c3c(=O)[nH]2)CCCC4)cc1	0	-3	-6	-3	-4	2	1	-2	-1	0.9
CC(=O)c1ccc(S(=O)(=O)N2CCN(C(=O)CSC(=S)N3CCCC3)CC2)cc1	5	-2	-7	5	-5	5	3	-10	10	1.1
CCOC(=O)N1CCN(S(=O)(=O)c2c(C(=O)N3CCCCC3)c(C)n(C)c2C)CC1	-1	-2	-3	12	-1	0	-5	3	3	0.2
COCCn1c(SCC(=O)Nc2nnc(C)s2)nnc1-c1ccoc1C	-4	-4	3	0	-1	0	-1	2	1	-0.4
CCN(CC)C(=O)CC1(c2ccccc2OC)CCOC(C(C)C)C1 (stereo unspecified)	-1	4	0	0	-2	4	-9	7	0	1.2
CN(CC(=O)OCC(=O)NCc1ccccc1)S(=O)(=O)c1ccc(Cl)cc1	1	-7	-2	8	1	-7	-2	-4	1	-1.8
Cc1ccc(NC(=O)CNC(C)c2ccccc2)cc1 (stereo unspecified)	0	2	-4	1	-2	-6	0	4	1	-0.6
CC(=O)N(CN1C(=O)c2ccccc2C1=O)c1ccc2c(c1)oc1ccccc12	1	4	0	2	3	2	2	1	6	0.4
Cc1cc(C)n2nc(SCc3ccc(C#N)cc3)nc2n1	-5	3	7	-3	1	7	4	0	-3	-1.4
CCN(Cc1ccccc1)c1ccc(/C=N/NC(=O)c2cccc(S(=O)(=O)N3CCOCC3)c2)cc1	-4	-4	0	6	0	-10	14	0	-2	2.1
NC(=O)C1C2C=CC(C2)C1c1ccccc1 (stereo unspecified)	-4	-4	2	-2	6	0	0	2	-3	-1.9
O=C(Nc1ccccc1F)c1cccc(C(=O)Nc2ccccc2F)c1	2	41*	-6	-1	1	-2	-3	-4	0	-2.5
Cc1c(NS(=O)(=O)c2cccc(C(=O)Nc3ccc(SC(F)F)cc3)c2)c(=O)n(-c2ccccc2)n1C	21*	2	-30	3	-2	5	17	-27	8	-1.9
CN1C(=O)c2cccc3c(S(=O)(=O)N4CCCC4C(=O)O)ccc1c23 (stereo unspecified)	2	-3	-1	0	3	-1	2	5	-5	0.3
Cc1onc(-c2ccccc2Cl)c1C(=O)N1CCN(C/C=C/c2ccccc2)CC1	-1	-2	-2	1	1	6	-2	5	-2	1.1
CCCN1CN(CCc2ccccc2)CNC1=S	-2	-2	0	4	0	0	-6	5	6	0.4
CCNC(=S)NNC(=O)CSc1nc2ccccc2[nH]1	9	0	-2	-2	-2	2	0	0	8	0.1
O=c1cc(NS(=O)(=O)c2ccccc2)nc(SCc2ccccc2Cl)[nH]1	9	5	-3	3	1	-10	4	7	4	-2.1
O=C(O)c1cccc(-n2c(/C=C/c3ccc([N+](=O)[O-])cc3)nc3ccccc3c2=O)c1	0	-5	-3	1	-2	-5	26	4	-2	4.3
COc1ccc(C2=NN(C(=O)CSc3nnnn3C)C(c3ccco3)C2)cc1 (stereo unspecified)	6	-5	7	3	5	-6	5	-4	8	1.6
O=C(COc1ccccc1)Nc1nc(-c2cccs2)cs1	2	3	-29	0	-3	5	6	-18	5	2.0
COc1cc(/C=N/Nc2cccc(C)c2)ccc1OC(=O)c1cccs1	-1	1	35	3	-2	-7	6	-5	8	2.8
O=C1CCCC/C1=C/Nc1ccc2c(c1)OCO2	6	-5	19	-7	4	2	8	14	-1	-1.8
Cc1ccc(N(CC(=O)NCCSCc2ccco2)S(=O)(=O)c2ccc(F)cc2)cc1	9	1	-23	0	-10	-6	-1	-4	2	0.4
CCC(C)NC(=O)CSc1ccc(S(=O)(=O)N2CCN(Cc3ccccc3)CC2)cn1 (stereo unspecified)	3	-7	-8	-2	1	-4	-1	3	0	-1.4
O=C(NC1CCC(O)CC1)c1ccc2c(c1)S(=O)(=O)N=C1CCCCCN12 (stereo unspecified)	2	0	2	2	-4	0	0	0	4	-1.9
O=C(Nc1cc([N+](=O)[O-])ccc1F)C1CC1	0	1	3	2	-1	4	1	0	2	-2.0
O=C1NC[C@@H](CCCCN2CCN(CCC3CCCCC3)C(=O)C2=O)N(Cc2ccccc2)C1=O	-4	-5	.	10	3	2	1	-9	-8	1.4
COc1cc(-c2coc3c(C(=O)NCc4ccc(OC)c(OC)c4)cccc23)ccc1O	4	3	.	0	-4	-4	9	10	2	-1.6
COc1ccc(NC(=O)CSc2nnc(NC(=O)c3ccco3)s2)cc1	0	-9	-3	0	-2	-2	-2	2	-2	-0.6
COc1ccc(S(=O)(=O)Nc2ccc3c(c2)N(C(C)=O)CCC3)cc1OC	2	5	5	-1	3	-3	2	9	-2	-0.7
C/C=C(\C)CN1CCC(Oc2cccc(C(=O)NCc3ccccn3)c2)CC1	-3	-2	-6	-2	-3	-2	-10	5	3	0.5
Fc1ccc(Nc2ncnc3sc4c(c23)CCC4)cc1	1	5	-6	-3	-1	-2	2	-4	-2	0.0
Cc1ccc(C(C)NC(=O)Cc2cccs2)cc1C (stereo unspecified)	1	-5	-1	4	-8	-6	-3	-2	0	-3.2
O=C(O)c1cccc(S(=O)(=O)N2CCN(C(c3ccccc3)c3ccccc3)CC2)c1	0	1	0	2	-2	6	20	5	-4	2.4
C=CCn1c(SCC)nc(O)cc1=O	-4	-4	5	-2	-2	5	4	4	-8	1.5
Cc1ccc(S(=O)(=O)N=S(CC2CC2(Cl)Cl)CC2CC2(Cl)Cl)cc1 (stereo unspecified)	1	3	-5	0	-3	0	4	-2	6	-0.5
CC1CN(/C=C/C(=O)C(F)(F)F)CC(C)O1 (stereo unspecified)	-1	-2	-1	1	2	2	-4	-3	-4	-0.1
O=C(CCn1cccn1)N1CCCC(N2CCN(c3cccc(C(F)(F)F)c3)CC2)C1 (stereo unspecified)	6	0	5	1	0	2	-11	1	5	-1.2
CCOC(=O)C1=C(C)NC(=O)NC1C(C)C (stereo unspecified)	0	-2	3	2	-1	-4	2	0	6	-1.3
COc1ccc(NC(=O)CSc2nnc(COc3ccccc3)n2Cc2ccco2)cc1OC	2	1	-4	-1	-2	3	2	-4	-3	-0.4
CC(C)=CCC/C(C)=C/CNC(=O)C[C@H]1C[C@H](C(=O)N2CCCCC2)[C@@]2(CCc3ccccc3)c3[nH]c4ccc(Cl)cc4c3CCN2C1=O	3	0	4	12	-5	-3	1	8	4	1.4
Cc1cc(C)c2ccc(/C=N/O)nc2c1O	4	2	-3	-4	-2	-4	3	16	-4	0.3
Cc1ccc(-c2nn(CC(=O)NCc3ccco3)c(=O)c3ccccc23)cc1	-1	5	0	-2	-1	7	-1	-1	-4	1.3
Cc1ccccc1OCC(O)Cn1c(Br)nc2c1c(=O)n(C)c(=O)n2C (stereo unspecified)	4	-2	2	1	-3	-2	-10	-10	10	-0.9
Cc1ccc(S(=O)(=O)N2CCOCC2)cc1C(=O)N1CCc2ccccc21	-2	-7	-2	0	2	7	4	-2	-3	-0.2

Additional compounds follow.
SMILES	PRMT1 inh	NR1D1 modulator	HTRA1 inhibitor	UHRF1 MBD2 ctr	LEDGF integ inh	TCR CD3 inh	rCAG RNA binder	ABHD4 inh	MBD2 inh	PG9 Ab binder
CCN(c1ccc(NC(=O)COC(=O)c2ccc(C)c(S(=O)(=O)N3CCOCC3)c2)cc1)C(C)C	1	-3	7	1	-4	-6	6	1	4	-1.0
Cn1cccc1C(=O)NCC(c1ccc(F)cc1)N1CCOCC1 (stereo unspecified)	-3	4	2	1	-1	10	4	-6	-3	-2.5
CCCc1nnc(SCC(=O)NC2CCCC2)n1CCOC	-4	0	2	2	-1	2	2	1	-1	0.2
Cn1cc(C(=O)c2ccccc2C(=O)O)cc1C(=O)C(Cl)(Cl)Cl	-1	1	0	0	0	-7	3	-1	1	-1.9
Cc1ccc(NC(=O)C[n+]2cc(-c3ccccc3)n3c2CCC3)cc1	0	13	.	0	-1	-11	9	9	3	0.3
O=C(Nc1ccc(F)cc1)c1cccc(N2C(=O)C3C4CCC(C4)C3C2=O)c1 (stereo unspecified)	2	-2	-6	-1	3	4	0	-7	0	-0.4

Results in HTRA1 inhibitor and NR1D1 modulator, for 2 of the compounds above:
Compound,HTRA1 inhibitor,NR1D1 modulator
CCN(c1ccc(NC(=O)COC(=O)c2ccc(C)c(S(=O)(=O)N3CCOCC3)c2)cc1)C(C)C,7,-3
Cc1ccc(NC(=O)C[n+]2cc(-c3ccccc3)n3c2CCC3)cc1,.,13

High-throughput results from PubChem.
